Screens as filed in PubChem.
HTRA1 inhibitor = inhibitors of human serine peptidase HTRA1; Q92743; recombinant HTRA1, FP-rhodamine activity-based probe, fluorescence polarization; inhibition, % at 5.96 µM; 0.5% of 340,000 active; in the data active = inhibition above about 36%;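 note: 0% = enzyme with DMSO and 100% = wells lacking enzyme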
MBD2 DNA inh = MBD2-methylated oligo binding inhibition. inhibition, % at 4.4 µM. TR-FRET, MBD2 binding to methylated oligonucleotide. 0.31% of 370,000 active. Q9UBB5; in the data active = inhibition above about 13%
Target sequence (Q9UBB5 whole entry, looked up): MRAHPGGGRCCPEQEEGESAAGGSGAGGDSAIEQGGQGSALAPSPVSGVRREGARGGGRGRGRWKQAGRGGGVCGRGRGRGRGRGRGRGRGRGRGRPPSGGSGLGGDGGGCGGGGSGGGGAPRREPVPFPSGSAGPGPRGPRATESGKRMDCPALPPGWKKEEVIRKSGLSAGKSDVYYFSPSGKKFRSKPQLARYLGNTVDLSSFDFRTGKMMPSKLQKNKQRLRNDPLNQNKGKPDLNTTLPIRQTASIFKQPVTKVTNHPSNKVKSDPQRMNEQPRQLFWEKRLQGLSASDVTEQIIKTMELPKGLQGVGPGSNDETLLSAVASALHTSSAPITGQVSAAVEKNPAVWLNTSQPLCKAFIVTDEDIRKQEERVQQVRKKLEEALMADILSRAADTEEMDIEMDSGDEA
PRMT1 inh = PRMT1 (human) inhibition, primary screen; recombinant PRMT1, activity-based probe fluorescence polarization; inhibition, % at 2.79 µM; 1.3% of 370,000 active;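 active = inhibition above about 21% made by adding two undisclosed values, limit read from the data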
LEDGF integ inh = blocks HIV-1 LEDGF/p75-dependent DNA integration. AID 743269. TR-FRET IN-LEDGF/p75 DNA integration, Eu/Cy5. 0.64% of 370,000 active. inhibition, % at 3.7 µM;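 active = inhibition above the screen-wide mean plus 3 SD, cut at about 13% in these data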;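 note: signal is the Cy5 over europium emission ratio at 671 and 618 nm; 0% = plate median of compound wells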
NR1D1 modulator = Rev-erb alpha (human) modulation. Rev-erbα–FITC-DNA binding, fluorescence polarization, 90 min. activity, % at 10 µM. 0.79% of 370,000 active. AID 1259318;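 active = activity above about 14%, limit read from the data; passing the limit was not always enough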;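 note: 0% = DMSO wells with 35 nM protein and 100% = DMSO wells with 750 nM protein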
TCR-CD3 inh = inhibitors of human TCR-CD3 interaction. TAMRA-labeled TCR probe fluorescence, biochemical. inhibition, % at 9.4 µM. 0.37% of 360,000 active; in the data active = inhibition above about 19%;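 note: recombinant mutant TCR 2C K166C tagged with TAMRA read by polarization; 0% = receptor in buffer alone and 100% = receptor with positive control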
PG9 Ab binder = PG9 antibody binding by small molecule; TR-FRET gp120-PG9 antibody binding; inhibition, % at 6.7 µM; 0.43% of 360,000 active; in the data active = inhibition above about 8.5%
UHRF1 MBD2 ctr = UHRF1 methyl-DNA binding inhibition | Q96T88 | UHRF1 binding to methylated oligo, TR-FRET | inhibition, % at 4.4 µM | 0.75% of 370,000 active | AID 687016; in the data active = inhibition above about 21%;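 note: UHRF1 SRA domain binding a hemimethylated CpG hairpin DNA probe; 0% = median of test compound wells and 100% = reference inhibitor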
mABHD4 FP = inhibits mouse alpha/beta hydrolase domain 4 | purified mABHD4, FP-Rh probe fluorescence polarization | inhibition, % at 8.92 µM | AID 720543 | Q8VD66 | 0.54% of 370,000 active;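 active = inhibition exceeding the mean over every tested compound plus 3 SD, cut at about 30% in these data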;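 note: 0% = plate median of compound wells and 100% = S159A mutant with DMSO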
Target sequence (Q8VD66 whole entry, looked up, the tested form may be a part): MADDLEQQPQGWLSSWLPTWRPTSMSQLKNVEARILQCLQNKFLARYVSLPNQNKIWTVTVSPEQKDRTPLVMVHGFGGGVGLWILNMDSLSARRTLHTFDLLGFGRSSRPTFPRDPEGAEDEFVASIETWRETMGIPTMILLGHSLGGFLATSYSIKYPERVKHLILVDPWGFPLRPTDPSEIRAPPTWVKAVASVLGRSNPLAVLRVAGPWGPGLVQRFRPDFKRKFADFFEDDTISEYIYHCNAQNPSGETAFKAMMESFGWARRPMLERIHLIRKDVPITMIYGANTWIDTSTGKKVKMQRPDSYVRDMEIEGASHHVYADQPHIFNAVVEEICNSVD
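Test system: mouse ABHD4 enzyme, wild type. Reagent: FP-Rh fluorescent activity-based probe, added after compound pre-incubation. Timing: pre-incubation 45 min, probe exposure 60 min, at 25 °C. Technique: FP readout, ex 525 nm / em 598 nm. Benchmarks: high control S159A mutant with DMSO, low control median of compound wells.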
rCAG RNA binder = binds r(CAG) RNA repeats; 1.3% of 370,000 active; r(CAG) RNA repeat, TO-PRO-1 dye displacement fluorescence; inhibition, % at 3 µM; AID 651821;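 active = inhibition above the plate cutoff, the mean of all test compounds on that plate plus 3 SD, cut at about 35% in these data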;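 note: 0% = DMSO alone and 100% = 100 µM mitoxantrone as full dye displacement; higher means more dye released from RNA so lower well fluorescence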
The depositor's hits bear a star; · = not tested or not shown. This is a subset (hit frequency here may not be typical).

SMILES	HTRA1 inhibitor	MBD2 DNA inh	PRMT1 inh	LEDGF integ inh	NR1D1 modulator	TCR-CD3 inh	PG9 Ab binder	UHRF1 MBD2 ctr	mABHD4 FP	rCAG RNA binder
C[C@@H]1CN([C@H](C)CO)C(=O)CCCn2cc(nn2)CO[C@H]1CN(C)C(=O)Nc1cccc(C(F)(F)F)c1	-4	-1	3	-1	4	-5	0.7	11	0	-1
COc1ccc2[nH]c3c(c2c1)CCN1C(=O)N([C@@H](C)C(=O)NCc2c(F)cccc2Cl)C(=O)[C@]31C	-9	-6	-8	-2	-1	4	0.7	0	-4	2
COc1ccc(NC(=O)c2ccc(F)c(F)c2)c2ccccc12	-5	-6	-3	-1	-1	6	0.3	-2	-5	7
CS(=O)(=O)N(CC(=O)NCCSc1ccc(Cl)cc1)c1ccc2c(c1)OCO2	-14	4	2	2	7	-1	-0.5	3	-4	-4
CCOC(=O)c1c(/N=C/N(C)C)sc(/C=N/Nc2ccccc2)c1-c1ccc(Cl)cc1	-10	-2	-1	-6	0	1	1.4	-1	2	3
CN1C(C(=O)NCc2cccc(Br)c2)CC2Cn3c(nc4ccccc43)C21 (configuration not stated)	-2	1	-2	4	-2	-5	-0.6	2	-2	-2
CC1CCN(S(=O)(=O)c2ccc(Cl)s2)CC1	-5	1	1	-2	8	-1	2.2	-1	3	3
O=C(Nc1nnc([C@@H]2C[C@H](O)[C@@H](CO)O2)s1)Nc1ccccc1Oc1ccccc1	·	-1	0	3	-5	0	1.2	-2	-12	5
COC(=O)COc1ccc(-c2ccc(F)cc2)cc1C=O	-13	-4	0	3	1	7	-2.1	-1	2	-1
CC(NC(=O)C1(S(=O)(=O)c2ccc(Cl)cc2)CC1)c1ccccc1 (configuration not stated)	-4	2	0	-5	-3	-9	1.5	3	-1	-8
CCOC(=O)[C@@]12CCC3=C1N(CCC3)C(=O)[C@H](CC(=O)N1CCCCC1)C2	·	0	0	-2	-4	·	·	2	2	2
COC(=O)CSc1nnc2n(-c3ccc(OC)cc3)c(=O)c3c4c(sc3n12)CCCCC4	-6	0	0	0	0	9	1.1	8	0	-2
COc1ccc2oc(C(=O)Nc3ccc(S(=O)(=O)N(C)C4CCN(C)CC4)cc3)c(C)c2c1	-19	2	-1	-2	1	5	-0.7	-4	3	-2
CCN(C[C@H]1N[C@@](C)(C(=O)OC)[C@H]2C(=O)N(C)C(=O)[C@@H]12)C(=O)COc1ccccc1	5	1	-1	-1	-4	0	-0.5	-1	7	-2
Oc1cccc(NC(=S)Nc2ccccc2)c1	2	-2	1	-1	-3	6	-0.9	-3	6	2
Cc1ccc(C(=O)COC(=O)c2ccc3c(c2)C(=O)N(c2cccc4ncccc24)C3=O)cc1C	6	3	-3	-2	-5	-3	1.3	1	-1	2
Cn1c(=O)c2sccc2n(Cc2cccc(Br)c2)c1=O	-13	-1	0	-4	-4	3	-0.8	1	-2	-5
CC(=O)Nc1ccc(NC(=O)C(C)OC(=O)CCSc2ccccc2Cl)cc1 (configuration not stated)	3	-4	1	-2	2	5	-1.4	-2	-2	5
O=C(CCc1c[nH]c2ccccc12)N1CCCCCCC1	1	7	4	-4	-6	4	-1.6	15	5	-5
O=C(NCc1ccc2c(c1)OCO2)c1cc2n(n1)C(C(F)(F)F)CC(c1ccc3c(c1)OCO3)N2 (configuration not stated)	-3	-3	-2	-1	1	-1	0.3	-1	-2	-7
Cc1ccccc1NC(=O)c1oc(=O)c2ccccc2c1-c1ccccc1	-10	3	2	-5	0	-3	-0.3	4	-1	-5
COc1cc(NC(=S)N2CCN(CCO)CC2)cc(OC)c1	-15	-5	0	-1	2	-3	1.1	-2	-1	-3
COc1cc(Cl)c(C)cc1NC(=O)COC(=O)CCc1nc2ccccc2c(=O)[nH]1	-4	0	0	5	-5	5	-0.6	-1	-1	3
O=C(CCc1ccccc1)NNC(=O)COc1ccc(Cl)cc1	3	-3	1	-2	-2	6	0.7	1	3	1
CC1(C)CCC(=O)N2CC[C@H]3C[C@H](OC(=O)Nc4ccc(Br)cc4)C[C@@H]1[C@H]32	-13	4	-2	1	9	10	-2.1	2	2	-1
CN(C)CCN(C(=O)c1ccc2c(c1)OCCO2)c1nc2c(Cl)cccc2s1	-7	0	1	0	3	-3	-3.9	-1	3	-7
CCc1ccc(-c2nc(CSCC(=O)NC3CC3)c(C)o2)cc1	5	3	-1	3	-3	6	0.1	-3	9	-6
Cc1ccc2[nH]c(=O)c(CN(Cc3cccs3)Cc3nnnn3CC3CCCO3)cc2c1 (configuration not stated)	-13	4	6	-1	-6	5	1.1	-1	4	-5
O=C(O)CCCNS(=O)(=O)c1ccc(F)cc1	2	1	-2	1	0	5	-4.1	-2	-2	-2
CCc1nc(SCC(=O)Nc2ccc(OC)cc2[N+](=O)[O-])n[nH]1	-1	1	-1	-2	4	7	-0.4	-2	-3	0
O=c1c2oc3ccccc3c2ncn1Cc1ccccc1F	1	3	6	-1	-8	-7	1.3	1	-9	-2
CN(C)S(=O)(=O)c1ccc(Cl)c(NC(=O)COC(=O)c2cc(-c3ccccc3)nc3ccccc23)c1	-32	2	-1	0	16	-1	-3.1	0	-1	4
CCCc1cc(-c2n[nH]c(=S)n2CC)cs1	7	4	1	-6	2	-3	3.4	-2	-7	-3
COc1cccc(OCCn2ccnc2)c1	9	-1	1	2	4	2	-2.0	1	-2	-1
Cc1ccc(S(=O)(=O)N2CCN(CC(=O)N/N=C/c3ccco3)CC2)cc1	0	1	5	-6	7	-4	-1.9	0	-10	5
COc1ccc(CN2C(=O)/C(=C/c3ccncc3)SC2=S)cc1	-12	-1	-3	1	-3	2	-1.9	-4	-18	3
COc1ccccc1NC(=O)CSc1nnc(NC(=O)C2CCC2)s1	1	4	-3	3	7	-2	-3.1	1	-5	0
O=C(O)CCC(=O)N1CCc2cc(S(=O)(=O)NCc3ccc(Cl)cc3)ccc21	1	-6	1	-8	-1	9	0.1	0	-2	5
O=C1CCCc2nc(N3CCN(Cc4ccccc4)CC3)ncc21	1	-2	-5	-3	-4	2	-2.6	-1	0	-7
Cc1cc2cc3c(cc2nc1SCC(=O)N1CCCC1)OCCO3	-1	0	0	-1	-1	-8	0.2	1	-2	0
COc1ccc(-c2csc(NC(=O)CSc3nnnn3C)n2)cc1OC	-10	4	1	-6	-6	-5	-3.0	4	-3	4
CCN1CCCC1CNC(=O)c1ccc2c(c1)NC(=O)/C(=C\c1ccccc1Cl)S2 (configuration not stated)	-47	-4	-1	-1	-3	3	0.6	-7	-1	12
COc1ccc2c(C)cc(N3CCN(Cc4ccccc4)CC3)nc2c1	-7	1	5	1	3	-3	1.2	-2	1	-4
CN1c2ccsc2/C(=N/NC(=O)c2c(F)cccc2F)CS1(=O)=O	6	4	1	-1	-1	-6	-8.3	-2	-12	0
O=C(O)CC1(CC(=O)Nc2ccc(Cl)cc2C(=O)c2ccccc2)CCCC1	2	-6	-5	5	2	4	-2.0	0	-2	10
COc1cc(/C=C/C(=O)O)cc(S(=O)(=O)NCCCO)c1OC	-5	-3	0	-2	2	9	-2.5	2	9	6
CSc1ccccc1OCc1cc(C(=O)N2CCN(C3CCCC3)C(=O)C2)no1	-2	1	1	-3	-3	1	0.4	4	-2	-6
O=C(O)CNC(=O)/C=C/c1c(Cl)cccc1Cl	2	-6	-3	0	-1	5	0.0	1	-2	-5
CCC(Cc1ccccc1)NC(=O)CN1C(=O)CSc2ncccc21 (configuration not stated)	-1	1	-2	5	1	5	-1.5	1	5	2
Cc1ccc(C2(c3ccccc3)NC(=O)N(CC(=O)N3CC(=O)Nc4ccccc43)C2=O)cc1C (configuration not stated)	-41	4	1	-1	-1	1	2.7	-2	-14	7
Cc1noc(C)c1COc1ccc(C(=O)OCC(=O)Nc2ccc(S(N)(=O)=O)cc2)cc1	-4	5	1	-1	-3	-3	-1.9	13	0	5
CCOc1ccc(CCNC(=O)c2sc3nc4n(c(=O)c3c2C)CCC4)cc1	0	0	3	1	-2	-5	-2.0	-1	4	-3
O=C(NCc1ccccn1)c1ccc(OC2CCN(Cc3ccccc3)CC2)cc1	-1	2	-1	5	4	3	-1.6	-2	-5	-7
COC(=O)c1cc(S(=O)(=O)N2CCN(c3ccccc3F)CC2)c[nH]1	-3	3	-2	2	2	-1	-1.7	-1	-8	1
O=c1[nH]c(=O)n(Cc2ccco2)c2c1C(C(F)(F)F)(C(F)(F)F)N=C(CCc1ccccc1)N2	-16	9	-2	3	2	0	-0.9	14	-2	-4
Cc1cc2c(=O)[nH]c(N)nc2[nH]1	1	-2	4	-2	-8	8	-2.0	2	10	3
Cc1csc2ncc(C(=O)NCCc3ccccc3)c(=O)n12	-5	8	3	0	1	-4	1.6	0	-2	1
Clc1ccc(-c2nc3ccc(Cl)cn3c2Cc2ccsc2)cc1	·	1	-1	3	-4	6	-1.1	5	6	24
CCOC(=O)C(NC(=O)c1ccc(OC)cc1)(N1CCCC1=O)C(F)(F)F (configuration not stated)	2	3	1	0	-5	0	-1.2	0	6	-11
Cc1ccccc1-c1coc2cc(O)ccc2c1=O	-9	4	2	0	-7	1	1.6	-4	-8	5

(cont.)
SMILES	HTRA1 inhibitor	MBD2 DNA inh	PRMT1 inh	LEDGF integ inh	NR1D1 modulator	TCR-CD3 inh	PG9 Ab binder	UHRF1 MBD2 ctr	mABHD4 FP	rCAG RNA binder
CC(C)CC[n+]1ccn(-c2nc3ccccc3nc2[N-]S(=O)(=O)c2ccc(Cl)cc2)c1	-9	-5	1	3	14	13	1.9	1	8	-2
COc1ccccc1N1C(=O)C=C(Sc2nc(C)cc(C)n2)C1=O	·	-6	24*	1	4	-11	0.9	-5	-9	16
O=C(Cc1c[nH]c2ccccc12)N1CCN(c2ccccc2)CC1	-2	-4	1	2	-2	4	-0.8	0	0	-2
COc1ccc(N2CC(C(=O)NCCCN3CCOCC3)CC2=O)cc1 (configuration not stated)	-5	2	1	0	9	-1	-1.6	-2	1	-2
CC(CNC(=O)CC[C@H]1O[C@@H](n2cnc3c(NC(=O)c4ccccc4)ncnc32)[C@H](O)[C@@H]1O)c1ccccc1 (some centres not stated)	·	0	-5	1	4	-3	1.7	27*	4	2
CCSc1nnc(Cc2cc(=O)[nH]c(=O)[nH]2)n1-c1cccc(C)c1	7	-4	0	-3	0	-14	1.4	2	0	1
CCN(CC)CCn1c(SCC(=O)NCc2ccco2)nc2c(sc3ccccc32)c1=O	-6	-3	12	-1	1	0	-2.1	-2	-10	-2
CCNC(=O)C1(C)CCCN(C(=O)COCc2ccccc2)C1 (configuration not stated)	·	1	1	-1	0	-3	-0.6	0	0	2
Cc1cc(NC(=O)Nc2cccc(C(F)(F)F)c2)no1	-22	0	-1	1	-2	2	-2.0	-1	-13	6
O=[N+]([O-])c1cccc(Cl)c1N1CCOCC1	-2	-3	-3	-3	2	2	-0.2	-2	-11	-2

Two entries from above in a different format:
Compound: O=C(CCc1ccccc1)NNC(=O)COc1ccc(Cl)cc1
  HTRA1 inhibitor = 3	MBD2 DNA inh = -3	PRMT1 inh = 1	LEDGF integ inh = -2	NR1D1 modulator = -2	TCR-CD3 inh = 6	PG9 Ab binder = 0.7	UHRF1 MBD2 ctr = 1	mABHD4 FP = 3	rCAG RNA binder = 1
Compound: CC1(C)CCC(=O)N2CC[C@H]3C[C@H](OC(=O)Nc4ccc(Br)cc4)C[C@@H]1[C@H]32
  HTRA1 inhibitor = -13	MBD2 DNA inh = 4	PRMT1 inh = -2	LEDGF integ inh = 1	NR1D1 modulator = 9	TCR-CD3 inh = 10	PG9 Ab binder = -2.1	UHRF1 MBD2 ctr = 2	mABHD4 FP = 2	rCAG RNA binder = -1
